Screening results: PubChem, National Center for Advancing Translational Sciences (NCATS)
FBPA coupling cs: qHTS Assay for Inhibitors of Fructose-1,6-bisphosphate Aldolase from Giardia Lamblia: Coupling assay counterscreen; activity change, negative = inhibition, % at 58.2 µM, hits read low; coupling enzyme system counterscreen, AmpLite Red fluorescence; 290,000 compounds, 0.67% hits; in the data active = activity change below about -30%; note: % is set by controls: 0 for no effect and ±100 for the full control effect
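Counterscreen of the coupled detection system alone, without aldolase: glyceraldehyde-3-phosphate coupling enzymes plus AmpLite Red readout. Compounds at 57.5 uM final, 10 min RT preincubation, 20 min RT reaction, fluorescence 525/598 nm.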
MBNL1 CUG block: qHTS Assay for Inhibitors of MBNL1-poly(CUG) RNA binding; 280,000 compounds, 0.036% hits; AID 2675, 2010; Potency, µM (titrated, usually from 57.5 µM), without a hit: at the top dose activity change, negative = inhibition, actives largely listed as inhibitors; TR-FRET MBNL1-His/biotin-(CUG)12 binding, 665/545 ratio; active = well fitted inhibition curve with a large enough effect in the signal ratio, with a control signal flat, not every such curve was filed as active; inconclusive = small, poorly fitted or top-dose-only effect, or effect the other way, or a change in a side signal; inactive = no such curve, though single readings can be large or run the other way; the % refers to the signal ratio; note: potency is the fitted concentration of half-maximal effect; % is set by controls: 0 for no effect and ±100 for the full control effect
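Inhibition of protein-RNA binding appears as loss of TR-FRET between terbium anti-His antibody on MBNL1-His and streptavidin-XL665 on biotin-(CUG)12. Activity is normalized to buffer-only and uninhibited-complex controls.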
GALK inhibitor: qHTS Assay for Inhibitors of Human Galactokinase (GALK). AID 1868, 2009. 270,000 compounds, 0.007% hits. Potency, µM (top dose mostly 57.5 µM), inactives show at the highest dose activity change, negative = inhibition, hits mostly inhibitors. Purified GALK, Kinase-Glo residual ATP luminescence; note: potency is the fitted concentration of half-maximal effect; % is set by controls: 0 for no effect and ±100 for the full control effect
Target sequence (P51570 whole entry, looked up): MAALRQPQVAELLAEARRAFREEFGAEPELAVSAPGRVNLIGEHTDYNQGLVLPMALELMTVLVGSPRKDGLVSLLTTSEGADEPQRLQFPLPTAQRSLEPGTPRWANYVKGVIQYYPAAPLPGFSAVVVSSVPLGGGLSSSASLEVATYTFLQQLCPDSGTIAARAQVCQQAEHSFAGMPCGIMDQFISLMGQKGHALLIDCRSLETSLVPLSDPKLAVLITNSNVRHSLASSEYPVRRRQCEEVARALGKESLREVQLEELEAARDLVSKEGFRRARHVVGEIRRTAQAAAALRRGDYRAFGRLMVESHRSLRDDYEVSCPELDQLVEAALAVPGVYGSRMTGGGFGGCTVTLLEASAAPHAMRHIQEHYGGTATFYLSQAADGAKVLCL
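The enzyme phosphorylates galactose (100 uM) using ATP (35 uM); inhibition is detected as higher residual ATP, quantified by bioluminescence after 1 h reaction at room temperature, pH 8.0.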
hERG WT inh: qHTS for Inhibitors of KCHN2 3.1: Wildtype qHTS; Voltage-gated inwardly rectifying potassium channel KCNH2 (Homo sapiens), Q12809; U2OS, BacMam KCNH2, thallium flux FluxOr; active compounds read low; activity change, % at 1.84 µM; 340,000 compounds, 0.37% hits;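 active = maximum activity change below -70%; inconclusive = maximum activity change between -70% and -50%; inactive = maximum activity change above -50%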; note: % is set by controls: 0 for no effect and ±100 for the full control effect
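U2OS cells were transduced with wild-type KCNH2 virus (2.03 x 10^8 / mL) for 4 h at room temperature, then cultured overnight at 37 C. Thallium flux was read with FluxOr dye. Rate constants were normalized to DMSO controls.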
MLL CXXC-DNA inh: qHTS Fluorescence Polarization Assay for Inhibitors of MLL CXXC domain - DNA interaction. Histone-lysine N-methyltransferase 2A (Homo sapiens), Q03164. MLL-CXXC / FITC-HOXA9 DNA fluorescence polarization. Potency, µM (highest dose often 115 µM), for inactives: at the top dose activity change, negative = inhibition, most hits filed as inhibitors. 290,000 compounds, 0.037% hits; active = well fitted inhibition curve with a large enough effect in the polarisation, with a control signal flat, not every such curve was filed as active; inconclusive = small, poorly fitted or top-dose-only effect, or effect the other way, or a change in a side signal; inactive = no such curve, though single readings can be large or run the other way; the % refers to the polarisation; note: potency is the fitted concentration of half-maximal effect
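Purified MLL-CXXC (added from a 7 uM solution) was preincubated 5 min at ambient with pinned compounds in 50 mM Tris-HCl pH 7.5, 50 mM NaCl, 1 mM DTT, 0.05% BSA. Fluorescein-labeled HOX-A9 DNA (50 nM solution) followed, 30 min, then polarization read.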
Integrin act MD: qHTS for Activators of Integrin-Mediated Alleviation for Muscular Dystrophy; alpha7betagal myoblasts, beta-gal FDG fluorescence, 48 h; AID 624291, 2012; Potency, µM (doses to about 38.3 µM), inactives show at the top dose activation, hits mostly activators; 350,000 compounds, 0.064% hits;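 note: potency is the fitted concentration of half-maximal effect; 100% = response of the positive control SU9516; nearly all actives have a fitted effect of over 60% in size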
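alpha7betagal+/- myoblasts (passage 13, 250/well) treated 48 h at 37C with compounds at 1:260 dilution of DMSO stock. Lysed, then beta-galactosidase activity read as FDG fluorescence (ex 480/em 540) after 30 min, with pre-read for autofluorescence.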
ASM inhibitor: Inhibitors of Secretory Acid Sphingomyelinase (S-ASM): qHTS; placental ASM, HMU-PC fluorogenic substrate, 60 min; 340,000 compounds, 0.006% hits; Potency, µM (top dose mostly 57.5 µM), for inactives: top-dose activity change, negative = inhibition, usual class: inhibitors; AID 504937, 2011; note: potency is the fitted concentration of half-maximal effect
Target sequence (P17405 47-631 limits assumed): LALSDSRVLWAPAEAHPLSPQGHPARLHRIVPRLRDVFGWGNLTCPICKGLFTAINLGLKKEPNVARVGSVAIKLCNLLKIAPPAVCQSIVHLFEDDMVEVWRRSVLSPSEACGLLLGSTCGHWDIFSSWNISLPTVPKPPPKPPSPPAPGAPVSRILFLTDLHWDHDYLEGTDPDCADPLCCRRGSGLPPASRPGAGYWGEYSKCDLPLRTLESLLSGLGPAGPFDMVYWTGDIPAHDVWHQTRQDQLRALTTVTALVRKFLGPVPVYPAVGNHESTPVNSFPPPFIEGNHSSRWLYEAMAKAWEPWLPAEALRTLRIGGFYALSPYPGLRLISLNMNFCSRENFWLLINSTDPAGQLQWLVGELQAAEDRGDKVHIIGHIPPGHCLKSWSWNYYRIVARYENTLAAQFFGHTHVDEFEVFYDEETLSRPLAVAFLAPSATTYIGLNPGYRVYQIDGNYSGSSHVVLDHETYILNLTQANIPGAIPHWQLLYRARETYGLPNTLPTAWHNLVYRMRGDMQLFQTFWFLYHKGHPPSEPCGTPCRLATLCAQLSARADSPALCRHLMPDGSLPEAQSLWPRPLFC
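HMU-PC0 cleavage (9 uM final) by human placental ASM, 60 min at 37 °C following 10 min compound exposure at RT; stopped at pH 10, fluorescence Ex 386/Em 447 nm.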
AT treatment: qHTS Assay for Identifying a Potential Treatment of Ataxia-Telangiectasia; Potency, µM (doses to about 57.5 µM), for inactives: at the highest dose activation, most hits filed as activators; […] A-T fibroblasts, KAP-1 phosphorylation AlphaLISA; neocarzinostatin DNA damage 30 min before lysis; AID 485349, 2010; 320,000 compounds, 0.19% hits; note: potency is the fitted concentration of half-maximal effect; % of control where 0% means no effect; nearly all actives have a fitted effect of over 45% in size
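ATM-like activity read as KAP-1 phosphorylation via AlphaLISA donor/acceptor antibody pairs after lysis and 6 hr at 25C. Cells were ATM-null patient fibroblasts ([…], hTERT), dosed 60 min, then exposed to the DSB inducer NCS for 30 min.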
TRPV1 ag: HTS Assay for Compounds that Act as Agonists of the Vanilloid Receptor 1; 320,000 compounds, 0.19% hits; activation, % at 8.33 µM; TRPV1-expressing cells, Fluo-8 calcium influx, agonist mode; in the data active = activation above about 80%; inconclusive = between about 30% and that limit; note: 0% is about no effect
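Cells expressing TRPV1 were dye-loaded with Fluo-8 and read kinetically: 10 s baseline, 3 min after compound (agonist portion), then 2 min after EC20 capsaicin (allosteric enhancer portion). Calcium-bound dye fluorescence at 480/520 nm.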
KCNH2 3.1 inh: qHTS for Inhibitors of KCHN2 3.1: Mutant qHTS; U2OS KCNH2 3.1, thallium flux FluxOr; active compounds read low; 340,000 compounds, 0.95% hits; activity change, % (tested at about 1.8 µM);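 active = maximum activity change below -70%; inconclusive = maximum activity change from -70% to -50%; inactive = maximum activity change above -50%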;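 note: thallium influx rate constant from kinetic fluorescence after stimulation buffer; % is set by controls: 0 for no effect and ±100 for the full control effect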
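Channel expression came from 3.1 mutant virus (1.77 x 10^8 /mL) applied to suspended U2OS cells for 4 h. Flux was tracked with FluxOr dye plus Red40 quencher, and kinetic rate constants normalized to controls.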
The depositor's hits bear a star; ? = inconclusive; . = no result given; [ ] = dose if it differs, or a comment. Unless noted, calls come from the whole dose curve; as a rule, active = well fitted curve in the direction sought with a large enough effect; inconclusive = small, poorly fitted or top-dose-only effect, or another doubt; inactive = no such curve, though single readings can be large; an effect the other way counts as inactive or inconclusive.

Order of values – FBPA coupling cs | MBNL1 CUG block | GALK inhibitor | hERG WT inh | MLL CXXC-DNA inh | Integrin act MD | ASM inhibitor | AT treatment | TRPV1 ag | KCNH2 3.1 inh
> O=C(/C=C/c1cccc(Oc2ccccc2)c1)N1CCOCC1
  7 | 5% | -2% | -3 | 19% | 10% | -5% | -1% | ? | 24
> CN1/C(=C\C=Nc2cc(S(=O)(=O)N3CCOCC3)ccc2N2CCOCC2)C(C)(C)c2ccccc21
  1 | 6% | 0% | -1 | 0% | -36% | -16% | -2% | ? | -4
> Cc1cccc(-c2noc(CSc3ccccc3)n2)c1
  -1 | -2% | -4% | 3 | 1% | -1% | -1% | 12% | 8 | -14
> CCN1CCN(c2ncnc3sc(C(=O)Nc4ccccc4F)c(C)c23)CC1
  -4 | 13% | -1% | 16 | -8% | -23% | 0% | 7% | -2 | -21
> O=C(Cn1ccc2cc(S(=O)(=O)N3CCCC3)ccc21)NCc1ccco1
  2 | -4% | 9% | 5 | -7% | 23% | -7% | 6% | 2 | -4
> CCCCS(=O)(=O)Nc1ccc2cn[nH]c2c1
  -36* | -1% | 1% | 0 | -11% | 9% | 2% | -2% | ? | -23
> CC(=O)OC1C(OC(C)=O)N(C(C)=O)C(=O)N1C(C)=O (stereo not drawn)
  0 | -1% | -1% | 10 | 1% | -12% | 1% | 5% | 1 | 3
> COC(=O)C(C)Sc1ccc2nnc(-c3ccccc3)n2n1 (stereo not drawn)
  6 | 20% | 1% | 7 | -8% | 2% | -6% | 2% | 7 | -10
> Cc1cc(C)cc(N(CC(=O)NC(C)(C)C)C(=O)CNC(=O)c2cccs2)c1
  2 | -27% | 1% | 4 | -5% | -12% | -1% | 17% | -1 | 0
> CN(N)c1ccc2c(C(F)(F)F)cc(C(F)(F)F)nc2n1
  0 | 2% | -1% | -1 | 8% | 9% | 36%[activator] | -1% | 9 | 1
> Cc1nc2ccc(S(=O)(=O)NC(C(=O)NCc3ccc4c(c3)OCO4)C(C)C)cc2s1 (stereo not drawn)
  4 | 25% | 3% | 1 | 22% | 18% | -1% | 9% | 1 | 0
> O=C(O)CCCNC(=O)c1cncc(Br)c1
  3 | 7% | 0% | 0 | -11% | 0% | 6% | 1% | -1 | 33
> COC(=O)c1cccc(NC(=O)CC2C(=O)NCCN2C(=O)Nc2ccccc2)c1 (stereo not drawn)
  . | 3% | 8% | -3 | -12% | 16% | . | 4% | -4 | 14
> CCN(C(=O)Cn1c(=O)n(-c2cc(OC)c(OC)c(OC)c2)c(=O)c2ccccc21)c1cccc(C)c1
  5 | 0% | 0% | 5 | 0% | 24% | -2% | -1% | -6 | 10
> CN(CC(=O)Nc1ccc(F)c(F)c1F)C(=O)/C=C/c1ccco1
  . | . | . | -7 | . | -1% | 0% | -1% | . | 17
> CN(Cc1ccc(C(C)(C)C)cc1)C(=O)C1CSC2(C)CCC(=O)N12 (stereo not drawn)
  . | . | . | 1 | . | -9% | 1% | 15% | 5 | 9
> COc1ccc(CNC(=O)C(c2ccco2)N(C(=O)Cc2cccs2)c2cccnc2)cc1 (stereo not drawn)
  8 | -6% | 0% | 4 | 18% | -11% | 0% | 14%[11.5 µM] | 8 | -8
> CCOc1ccccc1NC1=NCC(=O)N1Cc1ccc(F)cc1
  1 | 12% | 6% | -15 | 4% | 25% | 2% | 3% | 2 | -24
> O=C1CN(C(=O)/C=C/c2ccc(Cl)cc2)c2ccccc2N1
  -6 | 19% | 11% | 32 | -12% | 10% | -9% | -2% | 0 | 1
> O=C(COC(=O)c1cc(F)cc(F)c1)Nc1cccnc1Cl
  4 | -8% | 0% | -18 | 7% | 8% | -3% | 7% | 2 | 17
> COc1ccc(NC(=O)CSc2nnc(-c3ccco3)c(-c3ccco3)n2)cc1OC
  -12 | ? | 0% | 1 | -7% | 3% | -19% | -7% | 4 | -13
> N#CC1(NC(=O)COC(=O)Cc2n[nH]c(=O)c3ccccc23)CCCCC1
  . | . | . | 3 | . | -29% | 2% | 7% | -6 | 2
> O=C(c1cnn2c(C(F)(F)F)cc(-c3ccccc3)nc12)N1CCOCC1
  3 | 15% | 4% | -2 | 12% | 11% | 12% | 1% | 7 | -12
> COc1ccc2nc(Nc3nc(-c4cc5ccccc5oc4=O)cs3)sc2c1
  -1 | -2% | -2% | -3 | 11% | 15% | 5% | 10% | 0 | 3
> O=C1NC(c2ccc(-c3ccccc3[N+](=O)[O-])o2)C(C(=O)c2ccc(F)cc2)C(O)(C(F)(F)F)N1 (stereo not drawn)
  -19 | 16% | 0% | -7 | -3% | -15% | -6% | 4% | 1 | 8
> Cc1ccc2c(c1)C1C[N+](C)(CC(=O)c3ccccc3)CCC1N2C(=O)c1ccccc1Cl (stereo not drawn)
  . | . | . | 0 | . | 15% | 1% | 12% | . | -1
> CSc1ccccc1OCc1cc(C(=O)NC(C)Cc2cccc(C)n2)no1 (stereo not drawn)
  -2 | -7% | 5% | 5 | -5% | -30% | 2% | 4% | 17 | -11
> CSc1ccc(C(=O)NCC(=O)O)cc1[N+](=O)[O-]
  -3 | ? | -3% | -4 | 2% | -40% | 1% | -3% | 5 | 5
> Cc1c(NC(=O)COC(=O)Cc2ccc(Cl)cc2)c(=O)n(-c2ccccc2)n1C
  -1 | -7% | 0% | 7 | 3% | 16% | 7% | 3% | -1 | 1
> CCCCOC(=O)c1ccc(NC(=O)c2ccc(F)cc2F)cc1
  . | . | . | 6 | . | -7% | -3% | . | . | -12
> CC1(c2ccc(Cl)cc2)NC(=O)N(CC(=O)N2CCCC2)C1=O (stereo not drawn)
  -5 | -13% | 4% | 5 | -6% | ? | 2% | 7% | -3 | 1
> CCC(C)c1ccc(NC(=O)C/C(C)=N/NC(=O)c2cnccn2)cc1 (stereo not drawn)
  1 | -3% | 3% | 4 | 14% | 2% | 3% | -5% | ? | 0
> COc1ccc(C)cc1S(=O)(=O)N(CC(=O)Nc1cccc([N+](=O)[O-])c1)c1ccc(C)c(C)c1
  -1 | -5% | 0% | 9 | -6% | 6% | -2% | 14% | 7 | -16
> CCCn1c(=O)c2ccccc2n2c(SCCOc3ccc(C)cc3)nnc12
  3 | -5% | 4% | 7 | -4% | -17% | -12% | 27% | 1 | 2
> O=C(CSc1ccccn1)Nc1ccc2c(c1)CCC2
  . | . | . | -3 | . | 0% | 1% | -3% | ? | 3
> COc1cc2c(C#N)c(N3CCCCC3)nc(N)c2c(N)n1
  -52* | 5% | 6% | -7 | -15% | 8% | 159%[activator] | -4% | 2 | -16
> COc1cc2cnncc2cc1OC
  1 | -11% | 0% | -11 | -1% | ? | 7% | -4% | 2 | 13
> Cc1c(Cl)cccc1NC(=O)C1COc2ccccc2O1 (stereo not drawn)
  0 | -1% | -1% | -17 | -3% | -13% | 0% | 6% | 14 | -1
> Cc1nc2c(C#N)c(C)[nH]n2c(=O)c1Cc1ccccc1
  3 | 2% | 2% | -6 | -2% | 5% | -2% | -11% | -1 | -17
> Cc1ccc(OCC(=O)N(Cc2ccccc2)C(C)(C)C)c([N+](=O)[O-])n1
  4 | ? | 0% | 5 | -7% | -13% | 4% | -4% | 0 | 14

Already shown: five of the compounds above.
Order of values – FBPA coupling cs | MBNL1 CUG block | GALK inhibitor | hERG WT inh | MLL CXXC-DNA inh | Integrin act MD | ASM inhibitor | AT treatment | TRPV1 ag | KCNH2 3.1 inh
> COc1cc2c(C#N)c(N3CCCCC3)nc(N)c2c(N)n1
  -52* | 5% | 6% | -7 | -15% | 8% | 159%[activator] | -4% | 2 | -16
> COc1cc2cnncc2cc1OC
  1 | -11% | 0% | -11 | -1% | ? | 7% | -4% | 2 | 13
> Cc1c(Cl)cccc1NC(=O)C1COc2ccccc2O1 (stereo not drawn)
  0 | -1% | -1% | -17 | -3% | -13% | 0% | 6% | 14 | -1
> Cc1nc2c(C#N)c(C)[nH]n2c(=O)c1Cc1ccccc1
  3 | 2% | 2% | -6 | -2% | 5% | -2% | -11% | -1 | -17
> Cc1ccc(OCC(=O)N(Cc2ccccc2)C(C)(C)C)c([N+](=O)[O-])n1
  4 | ? | 0% | 5 | -7% | -13% | 4% | -4% | 0 | 14
